From PubChem
DRD3 antagonist: D3 dopamine receptor (human) antagonism | P35462 | D3R cells, DiscoveRx beta-arrestin luminescence, antagonist mode; hits give low values | max response, negative = inhibition, % | 360,000 compounds, 2.5% hits | AID 652054; in the data active = max response below about -50%; inconclusive = no clear call, values can overlap the other calls; note: % is set by controls: 0 for no effect and ±100 for the full control effect; mostly tested at two doses, the higher about 12 µM
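Cells plated overnight at 1500 cells/well, then exposed to library compounds with dopamine controls for 90 minutes at 37 degrees C. DiscoveRx reagent added for 30–60 minutes at room temperature; luminescence read, quantitative HTS format.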
TDP-43 yeast inh: inhibitors of TDP-43 toxicity in yeast | TDP-43 expressing yeast growth rescue, BacTiter-Glo, 24 h | Potency, µM (top dose mostly 46.1 µM), for the others: top-dose growth rescue (activation), actives largely listed as activators | 410,000 compounds, 1.8% hits; note: potency is the fitted concentration of half-maximal effect; % of control where 0% means no effect; nearly all actives have a fitted effect of over 50% in size
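Growth rescue of TDP-43-toxic yeast measured as ATP luminescence (BacTiter-Glo). Cells grown to mid-log in raffinose, induced in galactose at OD600=0.02, exposed to compound 24 hr at 30 deg C.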
EPAC2 antag: blocks human EPAC2 exchange factor. Potency, µM (titrated, usually from 114 µM), inactives show at the top dose activity, negative = inhibition, actives largely listed as inhibitors. 360,000 compounds, 0.18% hits. AID 720708. Q8WZA2. EPAC2 GEF exchange of Rap1B-BODIPY-GDP, fluorescence; note: potency is the fitted concentration of half-maximal effect; % is set by controls: 0 for no effect and ±100 for the full control effect; nearly all actives have a fitted effect of over 45% in size; many of its hits are not listed in these tables
Target sequence (Q8WZA2 whole entry, looked up): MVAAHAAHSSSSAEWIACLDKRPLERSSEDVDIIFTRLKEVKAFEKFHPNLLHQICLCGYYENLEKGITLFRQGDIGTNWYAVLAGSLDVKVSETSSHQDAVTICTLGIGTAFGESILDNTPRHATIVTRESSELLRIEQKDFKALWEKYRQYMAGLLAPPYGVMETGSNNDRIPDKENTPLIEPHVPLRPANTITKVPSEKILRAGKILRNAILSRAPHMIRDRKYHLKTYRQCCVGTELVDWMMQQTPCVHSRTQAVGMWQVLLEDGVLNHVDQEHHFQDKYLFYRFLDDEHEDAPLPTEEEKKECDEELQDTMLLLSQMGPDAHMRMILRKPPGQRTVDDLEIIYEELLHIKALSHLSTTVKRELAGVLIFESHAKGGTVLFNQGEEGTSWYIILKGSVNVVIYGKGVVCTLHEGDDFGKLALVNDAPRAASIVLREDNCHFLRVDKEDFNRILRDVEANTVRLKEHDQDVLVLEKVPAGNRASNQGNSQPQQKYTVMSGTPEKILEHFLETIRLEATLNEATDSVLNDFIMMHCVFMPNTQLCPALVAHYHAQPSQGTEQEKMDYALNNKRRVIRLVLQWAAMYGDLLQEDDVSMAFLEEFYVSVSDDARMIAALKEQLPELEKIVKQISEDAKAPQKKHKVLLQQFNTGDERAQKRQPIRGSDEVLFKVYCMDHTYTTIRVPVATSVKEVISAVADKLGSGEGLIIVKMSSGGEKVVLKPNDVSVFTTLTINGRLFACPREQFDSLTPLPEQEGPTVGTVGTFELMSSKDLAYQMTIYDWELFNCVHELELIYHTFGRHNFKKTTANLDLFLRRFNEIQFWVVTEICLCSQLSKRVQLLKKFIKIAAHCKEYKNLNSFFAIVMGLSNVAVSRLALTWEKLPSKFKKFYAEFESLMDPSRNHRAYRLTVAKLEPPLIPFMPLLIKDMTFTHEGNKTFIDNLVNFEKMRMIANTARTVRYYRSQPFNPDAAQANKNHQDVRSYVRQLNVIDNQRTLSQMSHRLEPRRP
aSyn rescue: inhibitors of alpha-synuclein toxicity in yeast; 370,000 compounds, 0.14% hits; Yeast expressing alpha-synuclein, growth rescue, BacTiter-Glo, 24 h; AID 652106; Potency, µM (titrated, usually from 46.1 µM), for inactives: at the highest dose growth rescue (activation), most hits filed as activators; note: potency is the fitted concentration of half-maximal effect; % of control where 0% means no effect; nearly all actives have a fitted effect of over 65% in size
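Screening used galactose-induced yeast with toxic alpha-synuclein levels, exposed to compound for 24 hr at 30 deg C. Cell growth, read with BacTiter-Glo luminescence, gave the measured signal.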
Abeta rescue: A-beta toxicity reversal in yeast; yeast expressing A-beta42, growth rescue, OD600, 48 h; response scale: 0% DMSO, 100% iron-clioquinol control; 410,000 compounds, 0.063% hits; Potency, µM (titrated, usually from 46.1 µM), without a hit: top-dose growth rescue, usual class: activators; AID 1347071; note: potency is the fitted concentration of half-maximal effect; nearly all actives have a fitted effect of over 55% in size
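Growth rescue measured by 600 nm absorbance after 48 h yeast culture at 30 C with compound. Values normalized between DMSO and an equimolar ferric chloride plus clioquinol control.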
FUS suppressor: FUS proteinopathy suppression in yeast. S. cerevisiae FUS-expressing, growth rescue, OD600, 24 h. Potency, µM (top dose mostly 76.6 µM), inactives show at the top dose growth rescue (activation), most hits filed as activators. 390,000 compounds, 0.24% hits;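 note: potency is the fitted concentration of half-maximal effect; plate controls were DMSO vehicle for no effect and reference control for full effect; nearly all actives have a fitted effect of over 55% in size; some results filed as inactive show a strong effect at the top dose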
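Galactose (2%) drives FUS expression in yeast precultured in raffinose; seeding density OD 0.005. Test compounds incubated 24hr at 30C and 99% humidity before absorbance at 600 nm was measured.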
EPAC2 ag: agonists of human EPAC2 (RAPGEF4); 360,000 compounds, 0.079% hits; Potency, µM (titrated, usually from 154 µM), for inactives: top-dose activation, actives largely listed as activators; EPAC2 activation, biochemical qHTS; response scale: 100% = 6.5 mM cAMP response; AID 720711; Q8WZA2; note: potency is the fitted concentration of half-maximal effect; nearly all actives have a fitted effect of over 50% in size
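Nucleotide exchange monitored as fluorescence drop when BODIPY-GDP leaves Rap1B. Reaction: 100 nM EPAC2, 250 nM RAP1B-BODIPY-GDP, 50 uM GDP, room temperature, kinetic read over 30 min. Activity expressed relative to 6.5 mM cAMP.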
D3 ag: D3 dopamine receptor (human) agonism; P35462; D3R DiscoveRx beta-arrestin cells, luminescence, 90 min; max activation, %; 410,000 compounds, 0.58% hits; AID 652048; in the data active = max activation above about 30%; note: 0% is about no effect; mostly tested at two doses, the higher about 12 µM
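Agonist-mode cell screen: cells plated at 1500/well and incubated overnight at 37 °C, then exposed to library compounds for 90 min at 37 °C. Detection reagent was added for 30–60 min at room temperature, and luminescence was read.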
The depositor's hits bear a star; u = inconclusive; x = not tested or not shown; [ ] = remark or other dose. Unless noted, calls come from the whole dose curve; as a rule, active = well fitted curve in the direction sought with a large enough effect; inconclusive = small, poorly fitted or top-dose-only effect, or another doubt; inactive = no such curve, though single readings can be large; an effect the other way counts as inactive or inconclusive.

Start of the data: the first 3 compounds (preview)
SMILES | DRD3 antagonist | TDP-43 yeast inh | EPAC2 antag | aSyn rescue | Abeta rescue | FUS suppressor | EPAC2 ag | D3 ag
CCOc1ccccc1N1CC(C(=O)N(Cc2nnc(-c3ccccc3Cl)o2)C2CC2)CC1=O (stereo unspecified) | -13 | 5% | -3% | 4% | 23% | 26% | 6% | 1
Cc1ccccc1OC(=O)CSc1nnc(-c2ccc3c(c2)OCO3)o1 | x | 17% | x | x | -15% | -17% | x | -6
Cc1nnsc1C(=O)NNC(=O)Nc1ccccc1 | -4 | 9% | -25% | 2% | 0% | -17% | 2% | 1

All compounds of this part (from the top)
SMILES | DRD3 antagonist | TDP-43 yeast inh | EPAC2 antag | aSyn rescue | Abeta rescue | FUS suppressor | EPAC2 ag | D3 ag
CCOc1ccccc1N1CC(C(=O)N(Cc2nnc(-c3ccccc3Cl)o2)C2CC2)CC1=O (stereo unspecified) | -13 | 5% | -3% | 4% | 23% | 26% | 6% | 1
Cc1ccccc1OC(=O)CSc1nnc(-c2ccc3c(c2)OCO3)o1 | x | 17% | x | x | -15% | -17% | x | -6
Cc1nnsc1C(=O)NNC(=O)Nc1ccccc1 | -4 | 9% | -25% | 2% | 0% | -17% | 2% | 1
O=C(O)C1C2C=CC(O2)C1C(=O)Nc1ccc(S(=O)(=O)Nc2ccccc2)cc1 (stereo unspecified) | 11 | 1% | -3% | 14% | -1% | 17% | -1% | 28
Cc1ccc(Cl)cc1NC(=O)Cn1c(=O)n(Cc2ccc(C(=O)NCc3ccc4c(c3)OCO4)cc2)c(=O)c2ccccc21 | x | 17% | x | x | 0% | -12% | x | -11
CCN(C[C@H]1N[C@@](Cc2ccccc2)(C(=O)OC)[C@H]2C(=O)N(C)C(=O)[C@@H]12)C(=O)Nc1ccc(C)cc1 | 1 | 1% | -6% | 4% | -10% | 0% | 6% | -17
COc1ccc(S(=O)(=O)N2CCN(C(=O)CSC(=S)N3CCCC3)CC2)cc1 | -12 | -5% | -2% | -4% | -9% | 43% | 7% | -6
Cn1c(=O)c2cc(S(=O)(=O)N3CCN(c4cccc(C(F)(F)F)c4)CC3)ccc2n(C)c1=O | 0 | 3% | 1% | -13% | 0% | -8% | -15% | 0
COc1cc2oc(=O)c(CC(=O)N3CCCCC3)c(C)c2cc1OC | x | -8% | x | x | -12% | -7% | x | -12
CC1CCCN(C(=O)CN(C)S(=O)(=O)c2ccc3c(c2)c(=O)n(C)c(=O)n3C)C1 (stereo unspecified) | 30 | -2% | -27% | -4% | -8% | 10% | 8% | -4
COc1ccc(C(c2nnnn2-c2c(C)cccc2C)N2CCN(C/C=C/c3ccccc3)CC2)cc1 (stereo unspecified) | -87* | 8% | 5% | 4% | 6% | -10% | 9% | -16
N#C/C(=C\c1cn(Cc2cccc(F)c2)c2ccccc12)C(=O)NCc1ccco1 | -1 | 0% | -4% | -3% | 15% | x | -21% | -1
Nc1cc(C(=O)OCC(=O)c2ccc(CC(=O)N3CCOCC3)s2)ccc1Cl | 4 | 11% | 1% | -2% | 15% | 20% | 7% | 20
CCOC(=O)c1ccc(NC(=O)Nc2ccc3c4c(cccc24)C(=O)N3CC)cc1 | -4 | -7% | 17% | 0% | 4% | 9% | -3% | 10
O=C(CCCN1C(=O)/C(=C/c2cccs2)SC1=S)NNC(=O)c1ccccc1O | -8 | 20% | -4% | -2% | 11% | x | 3% | 14
COc1cccc(NC(=O)CN(C)C(=O)c2cc3c(s2)CCCCC3)c1 | -1 | 5% | 1% | -4% | -8% | -3% | 14% | -4
CC(C)(C)NC(=S)Nc1cccc(C(F)(F)F)c1 | 3 | u | -9% | -7% | 23% | 4% | -5% | 1
CCc1c(-c2cccc(OC)c2)ncn1Cc1cccc(-c2ccccc2)c1 | 23 | 2% | -13% | -37%[inhibitor] | -23% | u | 17% | 7
O=C(NCCc1ccccc1)/C(=C\c1ccc([N+](=O)[O-])cc1)NC(=O)c1ccco1 | 8 | 1% | 11% | 6% | 8% | x | 6% | 2
Cc1ccc(N2CC(C(=O)NCc3cccnc3)CC2=O)cc1 (stereo unspecified) | -4 | -15% | -13% | -1% | -3% | -1% | 7% | 1
O=C(Cc1c[nH]c2ccccc12)N1CCN(S(=O)(=O)c2ccc(F)cc2)CC1 | 13 | 9% | -2% | 1% | -3% | 5% | 7% | 2
O=C(CN1C(=O)NC2(CCCC2)C1=O)Nc1nc(-c2ccccc2)cs1 | 2 | -16% | -1% | 0% | 3% | 9% | 3% | -3
CCN(CC)c1nc(N(CC)CC)[nH]c(=O)n1 | 1 | -7% | 8% | -2% | 3% | 9% | 7% | 0
COc1cccc(NC(=O)CN(C)C(=O)CC2CCCC2)c1 | -19 | -24% | 1% | -4% | 5% | 12% | 6% | -13
Cc1ccc(S(=O)(=O)N2CC3(O)CN(C(=O)OC(C)C)N(C(=O)OC(C)C)CC3(OC(=O)NCC3CCCCC3)C2)cc1 (stereo unspecified) | 23 | 0% | -14% | 1% | -4% | u | -15% | 0
Cc1ccc2cc(NC(=O)CC(CC(=O)O)c3ccccc3)ccc2n1 (stereo unspecified) | 17 | 20% | 2% | 1% | -10% | -23% | -1% | 5
COc1cc(OC)c(OC)cc1CNC(=O)c1cc(=O)c2ccccc2o1 | 1 | 0% | 14% | -8% | -8% | 0% | -3% | 4
CCOCCCNC(=O)C1CCN(c2nn3cc(-c4ccc(F)cc4)nc3s2)CC1 | x | 9% | x | x | 2% | 13% | x | 10
COc1ccc(N2CCN(S(=O)(=O)CCNC(=O)COc3ccccc3F)CC2)cc1 | x | 17% | x | x | -4% | 2% | x | 5
Cc1cc(Br)ccc1NC(=O)CNC(=O)c1cnn(C)c1 | 10 | 6% | 3% | 5% | 1% | -2% | 2% | -4
COc1ccc([N+](=O)[O-])cc1C(=O)C(=O)c1ccccc1 | -5 | 28% | -13% | 10% | 5% | -17% | 12% | 1
O=C(CN1CCCCCC1)Nc1ccccc1Oc1ccccc1 | 0 | -13% | 40µM* | -6% | -5% | 11% | 16% | -6
CC(Oc1ccccc1)C(=O)Nc1ccc(F)c(S(=O)(=O)N2CCOCC2)c1 (stereo unspecified) | -7 | u | 13% | -2% | 8% | 19% | 1% | -21
Cn1cc(C(=O)CCl)c2ccccc21 | -4 | 16µM* | 5% | -22% | -50%[inhibitor] | 6% | 1% | 1
CCN(C)C1CN(Cc2cn(Cc3ccc(C)cc3)nn2)S(=O)(=O)C1 (stereo unspecified) | -7 | 15% | 4% | -6% | -13% | -17% | 10% | -4
COc1ccc(N(CC(=O)NCCSCc2ccco2)S(=O)(=O)c2ccccc2)cc1OC | -6 | -14% | 9% | 1% | 0% | x | 13% | -12
CCCCn1nc2cc(C(=O)NCCCCc3ccccc3)ccc2c1OCC | 0 | 14% | -9% | 1% | -10% | 44% | 5% | 6
c1ccc(N2CC[N+]3(CCCC3)CC2)nc1 | -6 | -23% | -1% | -1% | -10% | -27% | 7% | 4
CC/C(=N\NC(=O)c1nnn(-c2nonc2N)c1CN(C)c1ccccc1)c1ccccc1 | -16 | 0% | -9% | 0% | -10% | -18% | -1% | -7
O=C(c1cc(COc2cccc(C(F)(F)F)c2)on1)N1CCc2ccccc2C1 | -25 | 25% | -21% | 1% | 7% | x | 11% | -17
CCOc1cc(/C=C2/C(=O)N(c3ccccc3)N=C2C)ccc1OC(=O)c1cccs1 | u | 28% | 3% | -13% | 11% | 13% | 9% | -19
CN(C)C(=O)c1ccc(-c2nnc(NCc3ccccc3)c3ccccc23)cc1 | 2 | 0% | 2% | 0% | 9% | x | -7% | 1
O=C(Cn1nnc(-c2ccccc2)n1)OC1CCOC1=O (stereo unspecified) | 4 | 7% | 0% | 1% | -11% | 13% | -4% | -6
COc1cccc(C(=O)N2N=C(c3cccc(OC)c3)CC2(O)C(F)(F)F)c1 (stereo unspecified) | 1 | -7% | -7% | 2% | -10% | -1% | 13% | 9
Cc1c(NC(=O)c2cccc(NC(=O)COc3ccccc3C#N)c2)c(=O)n(-c2ccccc2)n1C | 0 | -12% | -12% | -4% | 3% | 21% | -4% | 5
O=C(c1ccc(NC2=NC3CS(=O)(=O)CC3S2)cc1)N1CCN(c2ccccc2F)CC1 (stereo unspecified) | -61* | 16% | 2% | -3% | 2% | -22% | 0% | -10
CN(c1ccccc1)c1ccc(/C=N/N2CCOCC2)cc1 | -52* | 0% | -3% | 0% | -17% | 7% | 14% | -1
COc1cc(/C=C(\C#N)C(=O)c2c(C)[nH]c3ccccc23)cc(OC)c1OC | 7 | -1% | -4% | 2% | 2% | 18% | 2% | 0
COc1ccc(C(CNC(=O)CSc2ccccc2C)N(C)C)cc1 (stereo unspecified) | -12 | 8% | 4% | 3% | 7% | 14% | 1% | -8
Cc1ccc(NC(=O)CSc2nc3ccc(NC(=O)c4ccco4)cc3s2)c(C)c1 | x | 9% | x | x | 2% | 26% | x | 9
Cc1ccc(S(=O)(=O)N=N/C=C2\C=CC=CN2O)cc1 | 3 | 0% | 1% | -5% | 1% | -13% | 5% | -3
CC[C@H](C)[C@H](NC(N)=O)C(=O)NCCc1ccc(OC)c(OC)c1 | 9 | -10%[9.22 µM] | -5% | 0% | -3% | 2% | -5% | -5
CCCOc1ccc(NC(=O)CC2C(=O)N(c3cccc(OC)c3)C(=O)N2Cc2cccs2)cc1 (stereo unspecified) | x | 7% | x | x | 1% | 30% | x | 2
CCN(CC)c1ncnc2c1[nH]c1ccccc12 | 0 | 11% | -1% | 3% | 15% | -4% | 3% | 1
O=C(NC1CCCCC1)n1c(=O)oc2cc(S(=O)(=O)N3CCCCC3)ccc21 | -4 | -10% | -2% | 0% | 7% | 17% | -1% | 2
O=C(N/N=C/c1cccn1-c1ccccc1)c1ccncc1 | -18 | -1% | 5% | -3% | -11% | 27% | 9% | 3
CCOc1ccc(-c2nonc2NC(=O)c2oc3ccc(Cl)cc3c2C)cc1 | x | 8% | x | x | -13% | -4% | x | -9
COc1cccc2sc(N(CCN(C)C)C(=O)/C=C/c3cccs3)nc12 | u | 12% | 1% | 8% | -20% | 19% | 5% | -18
CC(=O)Oc1ccc(OC(C)=O)c(SCCCCCN2CCOCC2)c1 | -22 | -32%[inhibitor] | 11% | -1% | -12% | 20% | 6% | -65

Not all compounds are listed; rates above refer to the full screens.
